MOR-DOR inv ag = inverse agonists of MOR-DOR heterodimerization, primary screen, cell-based, luminescence; AID 504357, 2011; Mu-type opioid receptor (Homo sapiens) + Delta-type opioid receptor (Homo sapiens), …; hit rate 0.21% among 340,000; cell-based MOR-DOR heterodimer luminescence, inverse agonism; inhibition, % at 9.3 µM; in the data active = inhibition above about 22%, passing the limit was not always enough;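 also: 0% = cells with DMSO and 100% = wells without cells with DMSO; values of inactives mirror those of a sister screen read the other way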
Arrestin-AP2 inh = inhibitors of beta-arrestin/AP2 binding, primary screen, biochemical, GPCR trafficking, flow cytometry; beta-arrestin 1 C-terminal peptide binding to AP2 beta2-adaptin appendage (human); FITC-arrestin peptide / GST-AP2 beads; AP2 beta2 appendage carries R879A mutation; inhibition, % at 10 µM; hit rate 0.31% among 340,000; AID 504490, 2011;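 active = inhibition above a set limit, near 3 SD of compounds lacking own fluorescence, cut at about 54% in these data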;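 also: plate controls were DMSO wells for no effect and 5 µM unlabelled arrestin peptide for full effect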
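system = GST-tagged AP2 beta2-adaptin appendage (R879A) on 4 µm glutathione beads | reagent = FITC-labelled arrestin peptide probe, 50 nM final | schedule = compound with beads 12 min RT, then probe 1 h RT | signal = HyperCyt-sampled flow cytometry, FL1 channel, ex 488/em 535 nm | read-out = percent response from loss of bead-bound FITC fluorescence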
E coli growth = E. coli V3065 growth inhibition, primary screen, counter-screen for AddAB inhibitor project, absorbance, OD600 | 18 h | hit rate 0.27% among 330,000 | AID 449728, 2010 | inhibition, % at 11.9 µM;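 active = inhibition above the campaign's mean inhibition across all tested compounds plus 3 SD, cut at about 9.9% in these data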;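 also: uninfected addAB+ strain grown without phage in ampicillin broth; 0% = DMSO wells and 100% = ciprofloxacin 0.95 µg/ml wells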
AddAB inh = growth inhibition of E. coli expressing H. pylori AddAB, primary screen, AddAB inhibitor project, absorbance | inhibition, % at 11.9 µM | hit rate 0.29% among 330,000; in the data active = inhibition above about 12%;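 also: 0% = vehicle wells of infected cells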
PfHsp90 yeast 2 = growth inhibition of PfHsp90-expressing yeast, primary screen, antimalarial PfHsp90 inhibitor project, S. cerevisiae, BacTiter-Glo luminescence, single point, set 2; BacTiter-Glo ATP, 48 h; yeast lacking PDR1 and PDR3 efflux regulators; inhibition, % at 9.4 µM; AID 504621, 2011; hit rate 0.32% among 310,000;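 active = every replicate shows inhibition above about 80%, whatever the replicate mean, limit read from the data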;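 also: 0% = DMSO neutral controls and 100% = 20 µM radicicol positive controls; yeast relying on Plasmodium falciparum Hsp90 in place of its own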
Mot1-301 SUMO = yeast Mot1-301 growth rescue at high temperature, primary screen, SUMOylation pathway inhibitor project, S. cerevisiae, ATP luminescence, 38.5C. S. cerevisiae Mot1-301 growth rescue; percent above DMSO median, 100 means doubled. hit rate 1% among 320,000. growth rescue, % at 18.8 µM;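 active = every valid replicate shows activation above 250% relative to neutral control wells; inactive = the rest, any valid replicate at or below 250%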;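 also: OY570 slx delta 5 strain wells were the positive control but not used for scaling; some compounds called inactive have numbers as strong as hits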
Tat export inh = E. coli Tat export inhibitors, primary screen, MC4100, TorA-mCherry reporter, fluorescence, single point | hit rate 0.036% among 340,000 | inhibition, % at 10 µM;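 active = mean replicate inhibition at least 50% and at least half of replicates individually reaching 50%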;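 also: exported cargo escapes ClpAP degradation while cytoplasmic cargo is degraded and loses fluorescence; 0% = median of neutral control wells and 100% = median of NaSCN control wells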
PKA-R1A act = activators of PKA-R1A holoenzyme, primary screen, biochemical, fluorescence polarization, Cy5-IP20, bovine R1A, mouse PKAc; cAMP-dependent protein kinase type I-alpha regulatory subunit (Bos taurus) + …; PKA-R1A dissociation; scaled: DMSO 0%, 113 µM cGMP 100%; activation, % at 11.4 µM; hit rate 0.083% among 340,000; AID 504707, 2011;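 active = percent activation above the mean of all tested compounds plus 3 SD, cut at about 19% in these data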;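 also: higher means more PKAc released from R1A so a rise in polarization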
phage Ecoli inh = growth loss of phage-infected E. coli, primary screen, RecBCD inhibitor project, absorbance, with phage, HTS; AID 651602, 2012; inhibition, % at 11.9 µM; hit rate 0.26% among 360,000; in the data active = inhibition above about 11%
OPRM1-OPRD1 ag = agonists of OPRM1-OPRD1 heterodimerization, primary screen, cell-based, luminescence | Mu-type opioid receptor (Homo sapiens) + Delta-type opioid receptor (Homo sapiens), … | cells | activation, % at 9.3 µM | hit rate 0.3% among 340,000 | AID 504326, 2011; in the data active = activation above about 18%;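 also: 0% = vehicle-treated cells and 100% = reference agonist; values of inactives mirror those of a sister screen read the other way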
DSG3 Ab inh = inhibitors of pemphigus antibody binding to DSG3, primary screen, biochemical, bead-based, flow cytometry, scFv-GFP; DSG3-coupled beads, scFv-anti-DSG3-GFP binding; active compounds read low; hit rate 0.48% among 310,000; binding (percent of control), % at 10 µM;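 active = binding more than 3 SD below its plate's average and above zero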;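 also: hits lower antibody fragment binding to DSG3; some compounds called inactive have numbers as strong as hits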
Target sequence (P32926 whole entry, looked up, the tested form may be a part): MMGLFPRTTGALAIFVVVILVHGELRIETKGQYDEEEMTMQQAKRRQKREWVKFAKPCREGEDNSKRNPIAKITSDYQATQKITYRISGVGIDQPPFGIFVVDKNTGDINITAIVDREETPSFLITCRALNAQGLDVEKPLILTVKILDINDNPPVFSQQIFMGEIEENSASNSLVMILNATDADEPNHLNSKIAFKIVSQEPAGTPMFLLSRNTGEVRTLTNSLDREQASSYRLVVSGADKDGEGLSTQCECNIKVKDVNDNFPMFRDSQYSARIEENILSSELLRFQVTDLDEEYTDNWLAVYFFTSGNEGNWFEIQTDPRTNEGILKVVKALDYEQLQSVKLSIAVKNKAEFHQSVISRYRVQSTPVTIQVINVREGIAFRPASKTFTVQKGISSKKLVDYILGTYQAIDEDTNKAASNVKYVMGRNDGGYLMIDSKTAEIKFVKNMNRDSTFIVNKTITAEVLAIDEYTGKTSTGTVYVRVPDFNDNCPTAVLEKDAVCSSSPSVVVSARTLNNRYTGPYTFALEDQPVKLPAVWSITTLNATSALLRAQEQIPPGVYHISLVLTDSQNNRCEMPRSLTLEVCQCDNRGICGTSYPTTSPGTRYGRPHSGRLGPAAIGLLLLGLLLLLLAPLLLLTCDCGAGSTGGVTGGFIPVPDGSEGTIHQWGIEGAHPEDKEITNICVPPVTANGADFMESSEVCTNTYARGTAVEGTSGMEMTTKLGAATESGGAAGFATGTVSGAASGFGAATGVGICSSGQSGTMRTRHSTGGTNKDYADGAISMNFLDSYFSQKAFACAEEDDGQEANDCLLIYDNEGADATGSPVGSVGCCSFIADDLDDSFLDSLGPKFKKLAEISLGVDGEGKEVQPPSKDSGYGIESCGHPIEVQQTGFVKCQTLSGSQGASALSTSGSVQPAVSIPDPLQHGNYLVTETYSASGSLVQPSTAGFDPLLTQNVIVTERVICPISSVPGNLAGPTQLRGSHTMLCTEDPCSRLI
* marks the source's active call; other numbers are inactive results; nt = no result given.

SMILES	MOR-DOR inv ag	Arrestin-AP2 inh	E coli growth	AddAB inh	PfHsp90 yeast 2	Mot1-301 SUMO	Tat export inh	PKA-R1A act	phage Ecoli inh	OPRM1-OPRD1 ag	DSG3 Ab inh
Cn1c(=O)c2[nH]cnc2n(-c2ccccc2)c1=O	11	-3	-1.8	2.4	34	10	-4	-13	-0.6	-2.6	nt
CCn1c(Cc2ccccc2)nnc1SC(C)C(=O)NC1CC1 (stereo unspecified)	16	-10	-1.0	-3.2	-6	-12	-2	-10	6.1	-3.3	98
Cc1ccc(NC(=S)N(CCCN2CCOCC2)Cc2cccs2)c(C)c1	7	39	-0.3	-0.3	-10	nt	-2	-5	3.4	-1.3	97
O=C(Cc1ccccc1)N1CCC(C(=O)N2CCN(c3ccc(F)cc3)CC2)CC1	3	-2	2.1	1.4	2	nt	0	-10	2.8	-0.5	107
Cc1ccc(C(=O)O)cc1S(=O)(=O)N1CCCC1	8	-10	0.3	3.0	nt	0	-7	-8	1.9	-1.4	88
COc1ccc(Cc2nc3ccc(C(=O)NCC4COCCO4)cc3o2)cc1 (stereo unspecified)	3	-4	-0.1	0.2	0	24	0	7	-2.1	-0.6	nt
O=C(O)c1ncsc1-c1ccccc1	11	19	-1.4	-0.6	-1	193	-9	-2	0.5	-2.1	101
Cc1ccc(NC(=O)c2cc(=O)[nH]c3ccccc23)cc1C	2	-12	nt	nt	2	163	8	-1	-2.3	-0.4	109
Nc1c(C(=O)NCc2ccco2)c2nc3ccccc3nc2n1CCc1ccccc1	-1	4	nt	nt	18	nt	8	-7	3.6	0.1	104
COC(=O)c1sc(N)c(C(=O)OC)c1CSc1nnnn1C	9	3	-2.3	1.2	12	-6	2	0	1.3	-2.1	107
Cc1cc(=O)oc2cc(NC(=O)CCC(=O)O)ccc12	5	3	-1.9	1.4	-21	-4	-3	-13	2.2	-0.8	98
Cc1cccc(C)c1NC(=O)C1NC(=O)CC1c1ccccc1 (stereo unspecified)	14	13	-0.3	2.9	-52	-39	1	-2	3.9	-2.7	108
CC(C)(C)c1nn2cnnc2n(/N=C/c2ccc(O)cc2)c1=O	14	-8	1.3	2.6	-26	-11	-2	-14	1.6	-2.7	80
CCN(CC)S(=O)(=O)c1cc(C)ccc1SC	15	3	-2.1	0.4	9	22	2	2	1.3	-2.8	110
CC1CCN(C(=O)c2ccc(NS(=O)(=O)c3cccs3)cc2)CC1	3	-9	0.9	2.2	-5	-9	-1	-4	3.3	-0.4	nt
C=CCn1c(SCC(=O)NC2CC2)nnc1-c1cccc(OC)c1	16	14	-1.4	-3.3	-1	3	3	-8	1.9	-3.0	101
CCOC(=O)c1c(C)[nH]c(C(=O)OCC(=O)NCc2ccc(F)cc2)c1C	0	-7	3.3	0.6	-2	12	-4	0	-0.5	0.0	98
Cc1cc(N(CN2CCCC2=O)C(=O)c2ccc(OC(C)C)cc2)no1	13	10	2.1	-0.8	nt	6	-5	6	0.5	-2.7	113
COCCN(C(=O)CNC(=O)c1ccco1)C(C(=O)NC1CCCCC1)c1cccc(OC)c1 (stereo unspecified)	8	-5	-1.6	3.4	2	-27	8	-5	0.3	-1.3	83
CC(C)CC(NC(=O)C(COCc1ccccc1)NC(=O)OC(C)(C)C)C(=O)NN (stereo unspecified)	-11	10	1.1	3.4	7	-4	10	-1	2.6	2.5	107
CCC(C)(C)NC(=O)C(c1ccc(OC)cc1)N(CCOC)C(=O)CCC(=O)Nc1nccs1 (stereo unspecified)	11	-2	-3.7	1.1	-3	197	0	3	4.1	-1.8	87
Cc1cccc(-c2nc(CN3CCN(C(=O)C4CCCO4)CC3)cs2)c1 (stereo unspecified)	7	20	1.9	2.1	-2	16	6	2	1.6	-1.4	nt
O=S(=O)(Nc1ccccn1)c1cccs1	12	-12	-1.0	0.7	nt	-10	-2	5	0.1	-2.4	113
O=C(NCc1cccc(C(F)(F)F)c1)C1CC(c2cccc(F)c2)=NO1 (stereo unspecified)	-5	3	-1.5	0.6	-69	-12	-17	-1	-0.3	0.9	103
CCCc1ccc(C(=O)NC(=O)c2ccccc2O)cc1	-9	-10	4.0	3.6	-16	-29	5	-12	2.3	1.8	104
COc1ccc(C2(CNC(=O)/C=C\c3ccco3)CCCC2)cc1OC	9	11	1.6	-0.2	8	-1	1	-19	1.9	-1.8	99
NC(N)=NS(=O)(=O)c1ccc(NC(=S)NC(=O)/C=C/c2ccccc2)cc1	4	14	0.0	5.2	-4	19	1	-3	-4.1	-0.9	92
COC(=O)[C@@]1(Cc2ccccc2)[C@@H]2C(=CC(=O)[C@H]2CC(=O)C(=O)N(C)C)CN1C(=O)c1ccccc1	3	5	0.2	0.6	7	3	-10	4	nt	-0.6	101
CCN1CCN(C(CNS(=O)(=O)c2ccc(C)cc2)c2ccccc2)CC1 (stereo unspecified)	9	-10	nt	nt	11	nt	4	2	-0.3	-1.6	nt
Cc1ccc(C(=O)Oc2cccnc2)cc1[N+](=O)[O-]	18	10	-0.1	1.6	5	nt	1	2	4.3	-3.6	84
Oc1ccc2ccc3[nH]cnc3c2c1	9	2	1.1	-1.2	17	5	-3	-15	-2.0	-1.8	90
C=CCn1c(O)c(N=NC(=O)CNC(=O)c2ccncc2)c2ccccc21	18	41	-3.3	-0.1	-1	-6	2	-12	0.8	-3.6	108
O=C(Nc1cc(=O)[nH]c(=O)[nH]1)c1cc(Cl)ccc1Cl	10	-8	2.0	2.0	-2	212	-1	-4	-0.2	-1.9	96
CCCC1=Nc2cc(C(=O)N3CCC(C(N)=O)CC3)ccc2Sc2ccccc21	7	10	0.9	1.7	4	-1	3	-10	1.5	-1.3	101
C=CCNCCCCOc1c(Cl)cc(C)cc1Br	-16	28	-0.2	1.8	4	-3	0	9	4.5	3.1	98
COCCSc1nnc(NC(=O)C2CC(=O)N(c3ccccc3)C2)s1 (stereo unspecified)	6	14	-3.1	3.1	nt	-22	0	-2	1.8	-1.1	122
NC(=O)C1CCN(C(=O)/C(=C/c2ccccc2)NC(=O)c2ccccc2)CC1	8	-9	nt	nt	4	108	-1	-5	1.9	-1.6	94
COc1ccc(Br)cc1C(=O)NC(=S)Nc1cc(-c2nc3ccccc3[nH]2)ccc1C	-10	10	-2.3	1.1	-25	-8	8	-7	1.7	1.9	102
CCCC1=C(C(=O)OCC)C(c2ccco2)C(C#N)=C(N)O1 (stereo unspecified)	10	5	0.1	0.1	nt	nt	-1	-15	-0.5	-2.0	115
COc1cc2nc(CN3CCOCC3)n(CC(=O)NCC(F)(F)F)c(=O)c2cc1OC	10	13	0.4	0.7	16	161	-6	-19	4.5	-1.8	102
CCN(C[C@H]1N[C@@](C)(C(=O)OC)[C@H]2C(=O)N(C)C(=O)[C@@H]12)C(=O)Nc1ccc(C(F)(F)F)cc1	2	11	0.9	2.5	-1	0	-11	-5	0.6	-0.5	99
CC1(C)CC(=O)C=C(NCc2ccncc2)C1	8	30	-1.1	0.3	nt	-17	-2	-3	4.5	-1.5	97
Cc1ccc(NC(=O)C2C3C=CC4(O3)C2C(=O)N(CCCN2CCOCC2)C4C(=O)NC2CCCCC2)cc1Cl (stereo unspecified)	-7	1	-0.1	1.4	-8	-2	22	-4	-2.1	0.9	nt
COc1ccc(C(=O)n2cnc3ccccc32)cc1[N+](=O)[O-]	12	0	0.0	-3.1	-7	12	-2	2	-0.2	-2.5	119
Nc1ccccc1C(=O)N(Cc1ccccc1)Cc1ccccc1	1	-1	-0.9	0.7	nt	-2	5	-10	2.6	-0.2	100
CCOC(=O)N1CCC(NC(=O)Cn2cc3c(n2)CCCC3)CC1	10	6	2.1	4.1	-3	3	-1	2	0.3	-2.1	106
O=C(c1cc(-c2ccccc2Cl)on1)N1CCN(C(=O)c2ccco2)CC1	1	2	0.5	1.4	2	-26	-4	-7	3.0	-0.1	108
COc1ccccc1CNC(=O)CCCOc1cc(=O)n(C)c2ccccc12	12	4	-1.4	-2.6	24	-3	-3	7	1.8	-1.9	nt
COc1ccc(CN(Cc2cc3cc4c(cc3[nH]c2=O)OCO4)C(=O)NC2CCCCC2)cc1	4	-1	-0.3	0.3	-6	6	0	-6	3.6	-0.8	128
O=C(Nc1ccccc1)/C(=C/c1ccc(F)cc1)NC(=O)c1ccco1	14	2	-0.1	2.2	-31	-6	0	9	1.0	-2.6	97
COc1cccc(CN(CC(=O)NC2CCCCC2)C(=O)c2csnn2)c1	-14	5	-1.3	-3.1	1	147	-8	-17	1.5	1.8	nt
CCOc1ccc2c(c1)c1nnc(SCC(=O)NC3CC3)nc1n2C	-11	-1	-1.1	2.5	19	333	14	-1	-0.3	1.3	89
Cc1ccc(N(C)C(=O)c2cc(S(=O)(=O)N3CCCC3)cn2C)cc1	10	18	0.6	2.0	-15	-10	0	1	2.7	-1.8	102
O=C1c2ccccc2NC(c2ccc(-c3ccc(F)cc3)o2)N1O (stereo unspecified)	-12	15	6.2	6.9	-11	13	-5	4	2.1	2.2	96
CSc1nnc(C)c(/C=C/NOCc2cccc(F)c2)n1	31	24	-1.3	-0.7	-42	6	6	7	3.8	-6.0	99
CCOc1ccc(-n2c(=O)[nH]cc(C(=O)N3CCc4ccccc43)c2=O)cc1	8	2	2.1	4.5	nt	996	-9	-5	3.8	-1.5	80
O=C(NCC(c1ccco1)N1CCN(c2ccc(F)cc2)CC1)c1cccs1 (stereo unspecified)	5	-11	3.3	0.6	-1	-20	-1	-10	-0.4	-0.7	101
CCN(CC)Cc1c(C(=O)N/N=C/c2ccc(OCc3ccccc3C)cc2)nnn1-c1nonc1N	-25	23	-1.6	1.7	-39	6	3	-2	2.2	5.0	99
